RTF Ca sens inh = cardiac RTF calcium sensitivity inhibitors, primary screen, biochemical, IANBD-TnC fluorescence, EC70 calcium; AID 493244, 2011; IANBD-labeled cardiac RTF, Ca2+ fluorescence; 340,000 tested, 0.12% active; inhibition, % at 7.15 µM; Troponin I, cardiac muscle (Homo sapiens) + Troponin T, cardiac muscle (Homo sapiens) + …;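 active = inhibition above the mean inhibition of all tested compounds plus 3 SD, cut at about 17% in these data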;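 also: assay run at fixed EC70 calcium of 1.6 mM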
V-ATPase pHluor = regulators of yeast V-ATPase proton pumping, primary screen, pHLuorin cytosolic pH fluorescence; S. cerevisiae; 350,000 tested, 0.37% active; AID 504577, 2011; response, % at 10 µM; in the data active = response mostly above about 7.3%, no sharp cut-off; inactive = mostly below about 5.4%; also: actives read high; inactives centre near 0; some compounds called inactive have numbers as strong as hits; reference of the scale not given here
Pemphigus Ab inh = inhibitors of pemphigus antibody binding to DSG3, primary screen, biochemical, bead-based, flow cytometry, scFv-GFP. 310,000 tested, 0.48% active. DSG3-coupled beads, scFv-anti-DSG3-GFP binding; active compounds read low. binding (percent of control), % at 10 µM;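 active = binding more than 3 SD below its plate's average and above zero; inconclusive = below that plate limit but binding exactly zero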;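 also: hits lower antibody fragment binding to DSG3; some compounds called inactive have numbers as strong as hits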
Keap1 Nrf2 FP = Keap1-Nrf2 protein-protein interaction inhibitors, primary screen, biochemical, fluorescence polarization, single point. Kelch-like ECH-associated protein 1 (Homo sapiens), Q14145. inhibition, % at 9.4 µM. 340,000 tested, 0.15% active. Keap1 Kelch-Nrf2 peptide fluorescence polarization, 1536-well; in the data active = inhibition above about 12%; inconclusive = no clear call, values can overlap the other calls; inactive = below about 7.3%;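 also: human Keap1 Kelch domain with fluorescein labeled Nrf2 9mer peptide probe; 0% = neutral control wells and 100% = peptide positive control; higher means more block of Keap1 binding to Nrf2 peptide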
cardiac RTF act = cardiac RTF calcium sensitivity activators, primary screen, biochemical, IANBD-TnC fluorescence, EC20 calcium. Troponin I, cardiac muscle (Homo sapiens) + Troponin T, cardiac muscle (Homo sapiens) + …. IANBD-labeled TnC RTF fluorescence at EC20 calcium; 0% EC20 calcium, 100% full calcium. activation, % at 7.2 µM. 340,000 tested, 0.24% active;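 active = activation above the mean over all tested compounds plus 3 SD, cut at about 30% in these data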;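 also: rise in fluorescence read as greater calcium sensitivity of cardiac thin filaments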
Wnt bcat act = Wnt/beta-catenin pathway activators, primary screen, cell-based, plate reader, single point | Wnt/beta-catenin reporter cell assay, activator | activation, % at 9.35 µM | 300,000 tested, 1.2% active | AID 743398, 2014; in the data active = activation above about 30%, passing the limit was not always enough; inconclusive = no clear call, values can overlap the other calls;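 also: 0% = neutral control wells and 100% = positive control wells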
LANA DNA inh = inhibitors of KSHV C-LANA binding to DNA, primary screen, biochemical, fluorescence polarization, FAM-LBS DNA, MBP-C-LANA, single point; AID 504423, 2011; Kaposi's sarcoma herpesvirus LANA C-terminal domain (residues 932-1162) DNA binding; 340,000 tested, 0.078% active; inhibition, % at 9 µM;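 active = highest replicate inhibition at or above 60% at 9 µM, even if other replicates fall short; inactive = all replicates below 60% inhibition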;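 also: 0% = neutral control wells and 100% = 4 µM acridine orange control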
Arrestin-AP2 inh = inhibitors of beta-arrestin/AP2 binding, primary screen, biochemical, GPCR trafficking, flow cytometry; FITC-arrestin peptide / GST-AP2 beads; AP2 beta2 appendage carries R879A mutation; inhibition, % at 10 µM; 340,000 tested, 0.31% active; AID 504490, 2011;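 active = inhibition above a set limit, near 3 SD of compounds lacking own fluorescence, cut at about 54% in these data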;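 also: plate controls were DMSO wells for no effect and 5 µM unlabelled arrestin peptide for full effect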
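test system = AP2 appendage R879A on GSH beads | buffer or medium = PBS plus Tween 20 (0.05%) and BSA (0.1%) | incubation = 12 min plus 1 h, RT | detection = bead flow cytometry, FITC channel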
MOR-DOR ag = agonists of OPRM1-OPRD1 heterodimerization, primary screen, cell-based, luminescence | Mu-type opioid receptor (Homo sapiens) + Delta-type opioid receptor (Homo sapiens), … | cells | 340,000 tested, 0.3% active | AID 504326, 2011 | activation, % at 9.3 µM; in the data active = activation above about 18%;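 also: 0% = vehicle-treated cells and 100% = reference agonist; values of inactives mirror those of a sister screen read the other way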
Target sequence (P35372 whole entry, looked up): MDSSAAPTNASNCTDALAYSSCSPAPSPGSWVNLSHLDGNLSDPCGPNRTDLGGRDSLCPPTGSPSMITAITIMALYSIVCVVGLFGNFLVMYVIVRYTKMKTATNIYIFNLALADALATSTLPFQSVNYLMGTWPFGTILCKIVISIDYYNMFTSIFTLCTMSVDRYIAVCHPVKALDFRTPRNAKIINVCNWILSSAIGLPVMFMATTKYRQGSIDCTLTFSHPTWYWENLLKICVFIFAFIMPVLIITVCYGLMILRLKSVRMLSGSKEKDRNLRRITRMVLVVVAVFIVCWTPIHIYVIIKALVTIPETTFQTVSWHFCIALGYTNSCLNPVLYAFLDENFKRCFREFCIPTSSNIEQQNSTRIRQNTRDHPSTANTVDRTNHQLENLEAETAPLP
Target sequence (P41143 whole entry, looked up): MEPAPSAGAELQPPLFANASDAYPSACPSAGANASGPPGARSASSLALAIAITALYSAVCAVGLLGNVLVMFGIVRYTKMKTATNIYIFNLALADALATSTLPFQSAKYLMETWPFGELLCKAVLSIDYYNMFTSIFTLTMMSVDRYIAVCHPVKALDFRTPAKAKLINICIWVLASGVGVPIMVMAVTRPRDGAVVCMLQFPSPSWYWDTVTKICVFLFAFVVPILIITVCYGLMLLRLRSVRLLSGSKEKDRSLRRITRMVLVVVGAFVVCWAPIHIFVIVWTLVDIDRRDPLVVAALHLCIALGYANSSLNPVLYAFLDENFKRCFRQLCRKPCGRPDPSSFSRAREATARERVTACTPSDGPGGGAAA
OPRM1-OPRD1 inv = inverse agonists of MOR-DOR heterodimerization, primary screen, cell-based, luminescence | inhibition, % at 9.3 µM | cell-based MOR-DOR heterodimer luminescence, inverse agonism | AID 504357, 2011 | 340,000 tested, 0.21% active | Mu-type opioid receptor (Homo sapiens) + Delta-type opioid receptor (Homo sapiens), …; in the data active = inhibition above about 22%, passing the limit was not always enough;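 also: 0% = cells with DMSO and 100% = wells without cells with DMSO; values of inactives mirror those of a sister screen read the other way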
Numbers without * were called inactive; ? = inconclusive; nt = not tested or not shown; & = joins results of further samples.

No.	Structure	Pemphigus Ab inh	Keap1 Nrf2 FP	MOR-DOR ag	V-ATPase pHluor	Wnt bcat act	OPRM1-OPRD1 inv	RTF Ca sens inh	cardiac RTF act	LANA DNA inh	Arrestin-AP2 inh
1	O=C(O)CNC(=O)c1ccc(NS(=O)(=O)c2ccc3ccccc3c2)cc1	102	-4	-1.7	-3	0	9	-6	-9	2.3	6
2	C/C(=N\NC(=O)c1nnn(-c2nonc2N)c1-c1cccs1)c1cccc(O)c1	96	-2	-2.5	2	-2	13	3	-2	-0.5	10
3	Cc1cccc(C)c1NC(=S)NCc1ccncc1	114	3	-1.7	2	3	9	-3	-1	0.7	2
4	COCc1cc(C)nc(SCC(=O)NC2CCCCC2C)c1C#N (stereo not drawn)	98	3	-1.5	0	0	10	-9	-6	1.3	-9
5	Cc1cn(CC(=O)NCCc2ccccn2)c(=O)[nH]c1=O	108	-7	-1.4	4	-1	7	-7	-2	0.6	8
6	Cc1ccc(S(=O)(=O)CCSC(=N)N)cc1	99	-2	-1.3	0	-14	10	-45	-5	2.1	2
7	COc1ccc(OCc2nc(N)nc(Nc3ccccc3)n2)cc1	nt	-3	1.4	-1	12	-9	-6	1	-0.8	9
8	CCN(CC)S(=O)(=O)c1ccc(NC2c3ccccc3C(=O)N2CCN2CCOCC2)cc1 (stereo not drawn)	104	-3	-1.1	5	0	6	-8	5	-1.1	20
9	COc1cc(CN2CCN(Cc3c[nH]c4ccccc34)CC2CCO)cc(OC)c1 (stereo not drawn)	100	-2	-2.1	-3	0	11	-2	-2	-0.5	12
10	c1ccc(COc2ccc(CNCc3cccnc3)cc2)cc1	105	-4	-1.2	-1	3	7	-5	-2	-0.4	-13
11	CCn1c(=O)cc(OCC(=O)N2CCc3ccccc32)c2ccccc21	104	5	3.3	-2	1	-17	-1	1	1.4	5
12	O=C(Nc1ccc(N2CCOCC2)c(Cl)c1)c1ccc(Cl)cc1	91	0	1.5	3	19	-7	-8	-3	-1.4	20
13	CCn1nc(C)c(CNC(=O)c2cc(COc3ccc(C)nc3)on2)c1C	100	1	-1.7	3	-4	9	-6	-5	-0.3	8
14	CC(=O)N1CC=CC1(CC(C)C)C(=O)NCCN1CCOCC1 (stereo not drawn)	102	6	0.9	15	11	-5	-34	4	3.1	9
15	O=C(c1ccco1)N1CCN(C(c2ccccc2F)c2nnnn2CC2CCCO2)CC1 (stereo not drawn)	nt	-5	0.5	1	-1	-2	1	-2	-1.0	8
16	CCN(CC)CCn1c2c(c(SCC(=O)Nc3cc(C)cc(C)c3)nc1=O)CCC2	103	2	-0.6	0	-1	4	-13	6	0.2	18
17	O=c1c2cc([N+](=O)[O-])ccc2nc2n1CCCC2	97	-1	-0.9	-1	-2	4	-5	0	0.3	5
18	CCN(C[C@H]1N[C@@](CC)(C(=O)OC)[C@H]2C(=O)N(C)C(=O)[C@@H]12)C(=O)Nc1ccc(Cl)cc1	101	-4	0.3	3	5	-1	-4	3	0.3	-5
19	COCCNC(=O)CCc1nc2cccnc2n1Cc1ccc(OC)cc1	98	-5	0.2	0	-1	-1	-2	-2	-2.4	-10
20	O=C(NN1CCOCC1)c1cccc2ccccc12	103	-8	-1.6	3	2	9	-4	-2	-1.6	-4
21	CC1CCCN(c2nc3c(c(=O)[nH]c(=O)n3C)n2CCCc2ccccc2)C1 (stereo not drawn)	98	1	4.5	-3	-3	-23	-2	-4	-0.1	7
22	CC(C)(C)CC(=O)Nc1nnc(SCC(=O)N2CCCCC2)s1	105	-1	-0.3	2	1	3	-12	3	-1.5	3
23	Cc1ccc(-c2nnc(N3CCN(CCO)CC3)c3ccccc23)cc1	101	1	1.5	0	0	-12	-7	-2	-0.5	9
24	CCn1c(=O)c2c(nc(SCC(=O)N3CCCC(C)C3)n2C)n(C)c1=O (stereo not drawn)	102	2	-1.8	0	-1	10	4	-6	1.9	-8
25	CN(C)CCCN(C(=O)c1cc2ccccc2oc1=O)c1nc2ccc(F)cc2s1	110	2	-2.1	-3	1	11	5	5	0.2	-10
26	CC(C)NC(=O)NC(=O)COC(=O)Cc1c(F)cccc1Cl	100	-1	-2.2	-1	-3	10	2	1	1.0	31
27	Nc1c(C(=O)O)ccc2c1C(=O)c1ccccc1C2=O	95	0	-1.6	2	-10	8	1	-1	-2.4	-6
28	CCOc1ccccc1-c1cc(-c2ccc(OC)cc2)nc2c1c(=O)n(C)c(=O)n2C	106	1	1.2	-3	nt	-7	-1	-2	-3.0	9
29	Cc1c(CNCCc2ccccc2Cl)c(C(=O)O)c(C)n1-c1ccccc1	99	0	0.0	0	0	0	-3	2	-2.6	9
30	CCc1nnc(NS(=O)(=O)c2ccc(N=Cc3c(C)[nH]n(-c4ccc(C)cc4)c3=O)cc2)s1	106	5	-0.5	3	nt	3	0	-2	1.5	3

No.	Structure	Pemphigus Ab inh	Keap1 Nrf2 FP	MOR-DOR ag	V-ATPase pHluor	Wnt bcat act	OPRM1-OPRD1 inv	RTF Ca sens inh	cardiac RTF act	LANA DNA inh	Arrestin-AP2 inh
31	Cc1onc(-c2c(F)cccc2Cl)c1C(=O)Nc1sc2c(c1C#N)CCC(C(C)(C)C)C2 (stereo not drawn)	96	-3	4.8	-5	nt	-30	-6	-2	-3.7	7
32	Cc1cc(=O)oc2cc(OCC(=O)OCC(=O)Nc3ccc(C(N)=O)cc3)ccc12	102	-3	-3.6	2	2	20	3	3	-2.1	-8
33	O=c1cc(N2CCN(Cc3ccccc3)CC2)[nH]c(=O)n1Cc1ccc(F)cc1	106	0	-1.4	-4	-7	8	-2	4	0.7	31
34	COc1cccc(CNc2nc3ccccc3n2CCN2CCCCC2)c1OC	107	-9	nt	-1	nt	nt	-7	-3	-0.9	-2
35	Cc1noc(C)c1S(=O)(=O)N(C)C[C@H]1Oc2ccc(NC(=O)NC(C)C)cc2C(=O)N([C@H](C)CO)C[C@@H]1C	101	-2	0.9	3	-2	-5	-3	-1	-3.2	6
36	COc1ccc(S(=O)(=O)N(C(=O)c2ccncc2)c2ccc3oc4c(c3c2)CCCC4)cc1	115	-4	0.6	1	-6	-3	-13	1	1.2	8
37	BrC(=C\c1ccccc1)/C=N/Nc1ccc2nncn2n1	109	-3	1.5	-1	?	-8	-4	-7	0.0	-7
38	Cc1cc(C(=O)CSc2nc(N)cc(N)n2)c(C)n1-c1cccc(C(F)(F)F)c1	102	-5	1.2	0	0	-9	-11	-1	-0.4	-2
39	CC(=O)c1ccc(OCc2cc(C(=O)N3CCOCC3)no2)cc1	102	-5	-2.5	0	16	13	-2	2	0.0	-5
40	O=C(COC(=O)CCNS(=O)(=O)c1cccs1)Nc1ccccc1	104	-3	0.9	-1	-2	-4	-9	1	-0.7	2
41	CC(C)N(CCCNC(=O)C1CCC(CNS(=O)(=O)c2ccccc2)CC1)Cc1ccccc1 (stereo not drawn)	101	0	0.1	3	-2	-1	-4	-4	0.1	-4
42	COc1ccc(-c2cc(C)no2)cc1S(=O)(=O)N1CCCCC1	101	-1	-2.9	-2	0	16	7	-6	0.6	-8
43	O=C(CCCC1=NS(=O)(=O)c2ccccc2N1)OCc1ccc(Cl)cc1	nt	3	-0.1	1	-3	0	-2	7	-0.4	22
44	CCOC(=O)C1CCN(C(=O)c2cc(C)n(C(C)(C)C)n2)CC1	nt	6	-1.9	2	0	10	1	0	1.5	-6
45	Cc1cc(NC(=O)c2ccccc2-c2ccccc2)ccc1Br	101	-7	4.1	0	nt	-24	-3	5	2.1	-3
46	CCCCC1CCC(C(=O)N(C)CC(=O)Nc2cccc(F)c2)CC1 (stereo not drawn)	110	0	0.2	6	-1	-1	-1	-3	-0.4	7
47	COCCN(C(=O)COC(=O)/C=C/c1ccc2ccccc2n1)c1c(N)n(Cc2ccccc2)c(=O)[nH]c1=O	106	-3	-1.7	1	0	9	-2	1	-3.1	-9
48	CCc1nn(CCCN2CCN(c3cccc(Cl)c3)CC2)c(=O)n1CCOc1ccccc1	86&109	2&-6	3.9&1.8	-3&-1	-4&0	-21&-10	14&-5	3&0	1.0&-0.4	7&-1
49	CC1Cc2ccccc2N1S(=O)(=O)c1cccc2nsnc12 (stereo not drawn)	109	2	1.6	-3	-4	-10	3	1	0.0	6
50	CCC(=O)N1CCN(c2ccc(Cl)cc2NC(=O)c2ccc([N+](=O)[O-])o2)CC1	nt	2	4.3	5	-1	-23	-2	-5	-0.8	18
51	CCOC(=O)c1ccc2c(c1)nc(SCC(=O)N1CCCCC1)n2CC	94	0	-2.6	3	nt	13	-5	-1	-0.2	-3
52	CCn1c(=O)c(C(=O)CN2CCN(Cc3ccc4c(c3)OCO4)CC2)c(N)n(Cc2ccccc2)c1=O	109	-4	-2.1	4	0	11	2	-3	0.5	-1
53	Cc1cc2cc(CN(CCCO)S(=O)(=O)c3cccc4nsnc34)c(=O)[nH]c2cc1C	107	-2	0.3	2	-5	-2	-10	-3	2.5	-1
54	CC(C)N1CCC(N2CCN(C/C=C/c3ccc(F)cc3)CC2CCO)CC1 (stereo not drawn)	90	-6	-0.2	-1	-8	1	-4	-1	-0.5	4
55	CCSc1nnc(NC(=O)CSc2nnc(-c3c[nH]c4ccccc34)n2C)s1	102	5	-0.8	0	1	5	-2	3	-1.3	-5
56	O=[N+]([O-])c1ccccc1OCCOc1ccccc1[N+](=O)[O-]	118	2	-2.8	0	19	14	-3	-2	-0.6	44
57	COc1cc(C2NC(=O)NC(C)=C2C(=O)OCC2CCCO2)ccc1O (stereo not drawn)	109	-7	-2.3	-3	0	13	-3	4	-0.5	-4
58	O=C1OC(c2cccc([N+](=O)[O-])c2)C2(CCCC2)C(=O)C12CCCCC2 (stereo not drawn)	99	-3	5.8	-2	nt	-32	4	0	6.4	1
59	CCNc1nc(NCC)n2c(SCC(=O)N(CC)C3CCCCC3)nnc2n1	90	1	4.6	-7	-3	-31	-6	-1	-0.2	9
60	Cc1ccccc1C(=O)N1CCC(C(=O)N2CCN(Cc3ccc4c(c3)OCO4)CC2)CC1	88	3	-2.5	2	-2	12	-4	-5	-4.4	3

Bioassay records (PubChem)

Compounds as they come (roughly 3.1% active in at least one column).
